From PubChem BioAssay
EBNA-1 inhibitor = EBNA-1 DNA-binding inhibitors, primary screen, biochemical, fluorescence polarization; inhibition, % at 14.8 µM; 0.34% of 300,000 active; AID 1950, 2009; in the data active means inhibition above about 28%
procasp3 activ = activators of human procaspase-3 D3A mutant, primary screen, biochemical, absorbance, PC-3 D3A mutant, single concentration; 0.11% of 330,000 active; activation, % at 8.5 µM; recombinant procaspase-3 D3A, Ac-DEVD-pNA absorbance 405 nm; AID 463141, 2010; Caspase-3 (Homo sapiens), P42574;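 active means activation above the mean of all tested compounds plus 3 SD, cut at about 21% in these data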;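 further: 0% = DMSO alone and 100% = DMSO wells spiked with extra 5 µM PC-3 D3A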
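Test system: Procaspase-3 D3A mutant, all three cleavage aspartates alanine | Dosing: Single dose, 8.5 µM nominal compound, 0.8% DMSO | Schedule: 1 h preincubation, 2 h reaction | Technique: 405 nm absorbance of p-nitroaniline, reads at 0 and 120 min | Repeats: One well per compound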
RPL19A-GFP yeast = RPL19A-GFP expression modulators in yeast, primary screen, cell-based, S. cerevisiae, multiplex flow cytometry, MLPCN | S. cerevisiae RPL19A-GFP strain, 3 h; active compounds read low | percent response vs DMSO, % at 10 µM | 0.3% of 330,000 active;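 active means percent response vs DMSO below 50%; inconclusive means fewer than 70 events counted for the yeast strain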;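 further: median channel GFP fluorescence of the barcoded RPL19A-GFP strain; ratio of sample median GFP to plate DMSO average so 100% = DMSO; lower means less RPL19A-GFP as with rapamycin TOR inhibition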
AHR activator = AHR activators, primary screen, cell-based, luminescence, luciferase reporter, human; Aryl hydrocarbon receptor (Homo sapiens), P35869; AHR-responsive luciferase reporter cells; activation, % at 5 µM; 2.5% of 320,000 active; AID 2796, 2010; in the data active means activation above about 47%;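 further: 0% = vehicle wells and 100% = reference agonist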
MEP2 TOR yeast = modulators of MEP2-GFP levels in yeast, primary screen, S. cerevisiae, multiplex flow cytometry, MLPCN library; S. cerevisiae MEP2-GFP strain, 3 h; 100% = DMSO control level; 0.51% of 330,000 active; GFP response vs DMSO, % at 10 µM;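 active means GFP response versus DMSO above a set limit, roughly screen mean plus 3 SD, cut at about 180% in these data; inconclusive means fewer than 70 cells counted for a yeast strain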;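 further: median GFP fluorescence of the barcode-gated MEP2-GFP cells per well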
procasp7 counter = procaspase-7 activators, primary screen, counter-screen for procaspase-3 activator project, biochemical, absorbance, HTS, human; activation, % at 8.5 µM; AID 463210, 2010; Caspase-7 (Homo sapiens), P55210; 0.093% of 330,000 active; recombinant procaspase-7, Ac-DEVD-pNA absorbance 405 nm; D23A/D198A/D206A triple mutant, cannot self-cleave; scale: DMSO 0, 5 µM enzyme 100;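 active means percent activation above the screen-wide mean plus 3 SD, cut at about 25% in these data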
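buffer or medium = Zinc-free HEPES/NaCl buffer, pH 7.4 | material = Procaspase-7 triple mutant (PC-7 D3A) | input = 2 µM procaspase-7 mutant as dispensed | signal = Epi-absorbance of released pNA at 405 nm, two timepoints | timing = 1 h preincubation, 2 h reaction | replicates = singlicate compound testing | evaluation = % activation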
ZTA DNA inh = counter-screen for EBNA-1 inhibitors: inhibitors of Epstein-Barr virus ZTA; inhibition, % at 11 µM; AID 2234; ZTA-DNA binding, fluorescence polarization; 0.15% of 320,000 active; in the data active means inhibition above about 33%
LAP4 TOR yeast = modulators of LAP4-GFP expression in yeast, primary screen, S. cerevisiae, multiplex flow cytometry, MLPCN library; 0.34% of 320,000 active; AID 2023, 2009; GFP response vs DMSO, % at 10 µM; 3 h; median GFP as percent of DMSO wells;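 active means GFP response vs DMSO above a set limit, about the screen mean plus 3 SD, cut at about 150% in these data; inconclusive means under 70 cell events counted for the yeast strain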
An asterisk follows results filed as active; ? = inconclusive; / = no result given; [ ] = dose if it differs, or a comment. This is a random part of the collection; about 3.8% have a hit in one of these screens.

SMILES | EBNA-1 inhibitor | procasp3 activ | RPL19A-GFP yeast | AHR activator | MEP2 TOR yeast | procasp7 counter | ZTA DNA inh | LAP4 TOR yeast
COc1ccc(NC(=O)c2ccc(N3CCOCC3)nc2)cc1 | 9 | 6 | ? | -14 | ? | 8 | 8 | 103[may fluoresce red]
Cc1nccn1CC(=O)N/N=C/c1ccccc1O | 8 | 3 | 100 | 6 | 101 | 19 | -12 | 107
CC(C)C(NCC(=O)Nc1ccccc1C(=O)NC1CC1)c1ccccc1 (stereo not given) | / | 16 | 96 | 2 | 103 | 8 | / | 100
CCOC(=O)CNC(=O)COc1coc(CN2CCN(c3ccc(F)cc3)CC2)cc1=O | 12 | -10 | 103 | -1 | 99 | 4 | 19 | 102
O=C(NC(Cc1ccccc1)C(=O)NCc1ccccn1)c1ccco1 (stereo not given) | 6 | 3 | 92 | -1 | 97 | 5 | -10 | 94
O=C(O)c1ccc(COc2ccc3c4c(c(=O)oc3c2)CCC4)o1 | -18 | -4 | 100 | 2 | 98 | -1 | -19 | 98
CCOc1ccc(C2NCCc3cc(OC)c(OC)cc32)cc1OC (stereo not given) | 4 | -5 | 101 | 2 | 108 | -9 | 3 | 98
CCCCC(=O)Nc1ccc(C(=O)NN2C(=O)c3ccccc3C2=O)cc1 | 5 | 1 | 105 | 3 | 114 | -4 | 4 | 110
O=C(NCCCSc1ccccc1)c1cnc(Cl)c(Cl)c1 | -2 | 7 | 94 | 0 | 97 | -2 | 15 | 110
COc1cc2c(cc1NC(=O)COC(=O)C(CCSC)NC(=O)c1ccccc1Cl)oc1ccccc12 (stereo not given) | 14 | 11 | 107 | 29 | 97 | 5 | -18 | 90
CC(C)CNC(=O)Nc1ccc(F)c(Cl)c1 | -1 | 1 | 107 | 1 | 103 | 5 | 10 | 94
CCn1cnc2sc(C(=O)Nc3ccc4c(c3)OCO4)c(C)c2c1=O | -8 | 1 | 111 | 3 | 119 | 11 | -6 | 125
Cc1nc2ccccc2c(=O)n1Cc1ccco1 | 9 | 4 | 106 | 0 | 96 | 3 | -1 | 120
CC[C@H](C)[C@@H]1NC(=O)c2cc([N+](=O)[O-])cc(I)c2NCC[C@@H](C(N)=O)NC(=O)[C@H](CCCN=C(N)N)NC1=O | -5 | -9 | 94 | -2 | 89 | 5 | -18 | 120
CCC1CCc2sc(C(=O)N3CCN(c4ccccn4)CC3)cc2C1 (stereo not given) | 1 | 4 | 97 | 10 | 95 | 1 | -12 | 81
CCC(C)c1ccccc1O (stereo not given) | / | 1 | 96 | -2 | 96 | 7 | -12 | 102
Cc1cc(Cl)c(S(=O)(=O)N/N=C/c2ccc3c(c2)OCO3)c(Cl)c1 | 9 | 3 | 89 | 4 | 88 | -3 | -1 | 82
CC1(OC(=O)C2CCCC2)C(=O)C=C2C=C(c3ccsc3)N(c3ccccc3)C=C2C1=O (stereo not given) | 9 | -11 | 98[may fluoresce violet] | 9 | 100[may fluoresce violet] | -1 | -5 | 86[may fluoresce violet]
O=C(Cn1cnc2c(nnn2Cc2ccc(F)cc2)c1=O)NC1CCCC1 | -5 | 0 | 104 | 3 | 106 | 11 | 1 | 105
Cc1cc2c3c(c1)C(C)CC(C)(C)N3C(=O)C2=O (stereo not given) | 11 | -4 | 105 | 1 | 96 | 5 | -7 | 106
COc1ccc(CCN(C)Cc2ccc(OCc3ccccc3)c(OC)c2)cc1OC | 12 | 1 | 95 | 0 | 98 | 2 | 4 | 87
CCOC(=O)CC(=O)CSc1nccc(-c2cccnc2)n1 | -3 | -10 | 103 | 20 | 100 | -30 | -7 | 102
COc1ccc(/C=N/NC(=O)c2cc(C(C)(C)C)[nH]n2)cc1COc1ccc(F)cc1F | 10 | 4 | 93 | -6 | 91 | 2 | 17 | 104
COc1ccc(CCC(=O)Nc2cc(S(=O)(=O)N3CCCCC3)ccc2N(C)C)cc1 | / | 4 | 96 | 0 | 97 | 2 | -1 | 96
O=C(/C=C/c1ccccc1)Nc1ccc(CN2CCOCC2)cc1 | 2 | -3 | 102 | 3 | 99 | -4 | 10 | 92
CO/N=C\c1cc(C(=O)c2ccc(Cl)cc2Cl)cn1C | -5 | -3 | 96 | 1 | 99 | -2 | 6 | 105
O=C(COC(=O)c1n[nH]c2ccccc12)NCCc1ccc(Cl)cc1 | / | 4 | 99 | 13 | 106 | 0 | -20 | 97
Cc1c(C(=O)N2CCCCC2)c(S(=O)(=O)NCCc2ccc(Cl)cc2)c(C)n1C | 8 | -2 | 101 | -1 | 94 | 4 | 10 | 96
CCOc1ccc(C(C(=O)NC2CCCC2)N(C(=O)CNC(=O)c2ccco2)c2cccnc2)cc1 (stereo not given) | 7 | -3 | 109 | 1 | 101 | -7 | -12 | 97
Cc1ccc(C(=O)O/N=C(/c2nonc2N)N(C)C)cc1 | 6 | 3 | 92 | 0 | 97 | -7 | 5 | 99
CSc1ccc(CNCC2CCCO2)cc1 (stereo not given) | 3 | 13 | 107 | 2 | 109 | 8 | -5 | 103
Cc1ccsc1/C=N/NC(=O)c1ccc2c(c1)OCCO2 | -5 | -2 | 102 | 22 | 102 | 8 | -18 | 110
Fc1cc(Br)ccc1NC(=S)Nc1cccnc1 | 16 | -18 | 99 | 7 | 104 | -5 | 14 | 106
CCN(Cc1ccc(C#CCCO)cc1)CC1CCCN(CCc2cccc(OC)c2)C1 (stereo not given) | 0 | 1 | 98 | 4 | 104 | 4 | 4 | 85
O=C(NCc1ccco1)c1nnc(Cc2ccc(Cl)cc2)o1 | 9 | 2 | 100 | -1 | 101 | 0 | -14 | 96
C/C(CC(=O)Nc1ccc(C)c(Cl)c1)=N\NC(=O)c1cccc(O)c1 | -14 | 0 | 99 | 0 | 97 | -6 | -8 | 85
CCCc1cc(=O)oc2cc(OCc3cccc(OC)c3)c(Cl)cc12 | 5 | -2 | 103 | -1 | 99 | 1 | -15 | 89
CC(=O)N1CCc2cc(Br)cc(S(=O)(=O)NCCN3CCCCC3C)c21 (stereo not given) | -3 | 4 | 100 | 3 | 97 | 2 | 2 | 91
CCCCC1(O)CC(C(F)(F)F)=NN1C(=O)COc1ccccc1 (stereo not given) | 9 | -2 | 96 | 1 | 98 | 4 | 7 | 109
Fc1ccccc1CNc1ccc(Cl)cc1 | -7 | 2 | 99 | 0 | 101 | 2 | -18 | 106

4 entries from above, ordered by the value under RPL19A-GFP yeast, highest first:
| Structure | RPL19A-GFP yeast |
| --- | --- |
| Cc1cc2c3c(c1)C(C)CC(C)(C)N3C(=O)C2=O (stereo not given) | 105 |
| O=C(NCc1ccco1)c1nnc(Cc2ccc(Cl)cc2)o1 | 100 |
| CCCCC1(O)CC(C(F)(F)F)=NN1C(=O)COc1ccccc1 (stereo not given) | 96 |
| O=C(NCCCSc1ccccc1)c1cnc(Cl)c(Cl)c1 | 94 |

The listing continues.
SMILES | EBNA-1 inhibitor | procasp3 activ | RPL19A-GFP yeast | AHR activator | MEP2 TOR yeast | procasp7 counter | ZTA DNA inh | LAP4 TOR yeast
Cc1ccc(-c2cccc(OC(=O)c3ccccc3F)c2)cc1 | -9 | -11 | 98 | -1 | 99 | 12 | -17 | 96
CCOC(=O)c1ccc2c(c1)nc(SCC(=O)N1CCCCC1)n2CC | 7 | 2 | 99 | 2 | 102 | 8 | 7 | 108
CC(C)(C)NC(=O)CCCSc1nc2ccccc2s1 | -6 | 1 | 98 | 22 | 102 | 0 | -2 | 97
CCCOC(=O)CC1C(=O)NCCN1Cc1ccccc1C (stereo not given) | -4 | 10 | 102 | 8 | 103 | -13 | -1 | 107
COC(=O)Cn1c(=O)c2c(nc3n2CCCN3CCc2ccccc2)n(C)c1=O | -3 | 2 | 103 | 2 | 99 | 6 | 1 | 94
O=C(CSc1n[nH]c(-c2cccs2)n1)N1CCCC1 | / | 1 | 95 | 11 | 99 | 3 | / | 94
O=C(NNC(=O)c1cc2ccccc2cc1O)Nc1ccccc1F | -1 | 3 | 101[may fluoresce green] | 26 | 96[may fluoresce green] | -11 | -2 | 103[may fluoresce green]
CCSc1nc2ccccc2c(=O)n1C1CCOC(C)(C)C1 (stereo not given) | -14 | 3 | 94 | 2 | 97 | -1 | 7 | 101
COc1cc(CN2CCNC(=O)C2CC(=O)NC2CCCCC2)cc(OC)c1 (stereo not given) | -5 | 4 | 94 | 3 | 77 | -12 | 14 | 71
COc1ccccc1N1CCN(C(=O)C(C)N(c2ccccc2)S(C)(=O)=O)CC1 (stereo not given) | 2 | 6 | 111 | 0 | 115 | 17 | -5 | 105
CC(C)CCNC(=O)CN(Cc1ccccc1Cl)C(=O)CCC(=O)Nc1ccccn1 | 3 | -17 | 103 | -6 | 104 | 4 | -6 | 97
O=C(Nc1ccc2c(c1)OCO2)N1CCN(S(=O)(=O)c2ccc(Cl)cc2)CC1 | 2 | -7 | 106 | 37 | 109 | -34 | -5 | 100
CCOC(=O)C(NC(=O)C1C(C)N1S(=O)(=O)c1ccc(C)cc1)C(=O)OCC (stereo not given) | 9 | 6 | 101[may fluoresce green] | -1 | 100[may fluoresce green] | 6 | -4 | 97[may fluoresce green]
C[C@H](NC(=O)[C@@H]1CSC2c3ccccc3C(=O)N21)C(=O)NC1CCCCC1 (stereo not given in full) | -12 | 2 | 95 | 5 | 88 | 5 | -2 | 94
CCC(=O)Nc1ccc2nc(C3CC3)n(Cc3ccc(C(C)(C)C)cc3)c(=O)c2c1 | -8 | 3 | 100 | 19 | 96 | 2 | 12 | 113
CCOc1ccc(NC(=O)CN(C)CC(=O)NC(C)c2ccccc2)cc1OCC (stereo not given) | 0 | 2 | 104 | 1 | 99 | 8 | -1 | 109
O=C(O)CCc1ccc(-c2cccs2)n1Cc1ccco1 | -14 | -9 | 100 | 1 | 109 | -11 | 7 | 95
CCN(CC)CCn1c2c(c(SCC(=O)Nc3ccc4c(c3)OCO4)nc1=O)CCC2 | 10 | -3 | 100 | 4 | 96 | -3 | -15 | 90
O=C(Nc1ccccc1)c1ccc(CSc2ccccn2)cc1 | 3 | -4 | 95 | 10 | 95 | 2 | -2 | 108
C=CCn1cc([N+](=O)[O-])nc1C | 2 | -1 | 91 | 0 | 90 | 10 | 8 | 113
O=C(CN1CCN(Cc2ccccc2Cl)C1=O)NCc1ccccn1 | 6 | 0 | 77 | 0 | 114 | 5 | 8 | 103
CCOC(=O)c1c(-c2ccc(OCC)cc2)csc1NC(=O)CCN1C(=O)c2ccccc2C1=O | -8 | -6 | 100 | 2 | 98 | 6 | 3 | 108
Cc1ccc(-c2ccc(S(=O)(=O)N3CC(C)OC(C)C3)cc2)cc1 (stereo not given) | -4 | 8 | 98 | 2 | 102 | 6 | 4 | 99
COc1ccc(S(=O)(=O)N2CCC(C(=O)NCCC(=O)Nc3ccc(Cl)cc3)CC2)cc1 | 4 | 3 | 104 | 2 | 101 | 2 | -12 | 91
CN(C)C(CNC(=O)c1ccc(Cl)c(S(=O)(=O)N2CCCCCC2)c1)c1ccccc1 (stereo not given) | / | -1 | 95 | -3 | 98 | 4 | -17 | 96
